Source: PubChem
Fh CTSL1 inh: Fasciola hepatica cathepsin L1 inhibitors, primary screen, counter-screen for PFM18AAP inhibitor project, biochemical, QFRET, fluorogenic peptide substrate; recombinant F. hepatica cathepsin L1, Z-Leu-Arg-MCA fluorescence; inhibition, % at 5.96 µM; 300,000 tested, 0.49% active;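 active means inhibition above the mean of all tested compounds plus 3 SD, set per screening campaign, cut at about 17% in these data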;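 further: 0% = plate median of test compound wells and 100% = 1 µM Z-Phe-Ala-diazomethylketone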
LYPLA2 counter: LYPLA2 inhibitors, primary screen, counter-screen for PME1 inhibitor project, biochemical, fluorescence polarization, FP-Rh probe ABPP; Acyl-protein thioesterase 2 (Homo sapiens), O95372; recombinant LYPLA2; inhibition, % at 5.9 µM; 320,000 tested, 0.38% active; AID 2177, 2009;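 active means inhibition above the screen-wide mean plus 3 SD, limit set per campaign, cut at about 26% in these data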;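 further: 0% = LYPLA2 with DMSO and 100% = wells lacking LYPLA2 enzyme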
Target sequence (O95372 whole entry, looked up): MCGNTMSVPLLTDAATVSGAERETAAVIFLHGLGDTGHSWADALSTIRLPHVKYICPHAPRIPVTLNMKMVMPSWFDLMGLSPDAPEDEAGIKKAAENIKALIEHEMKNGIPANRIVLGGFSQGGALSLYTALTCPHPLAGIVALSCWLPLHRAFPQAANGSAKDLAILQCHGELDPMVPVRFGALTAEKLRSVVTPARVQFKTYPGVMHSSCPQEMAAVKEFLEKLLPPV
HCV core dimer: inhibitors of HCV core protein dimerization, primary screen, biochemical, TR-FRET, high-throughput | 300,000 tested, 0.33% active | AID 1899, 2009 | inhibition, % at 5 µM | TR-FRET GST/Flag-core106 dimerization, 1536-well;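 active means inhibition above the mean of all tested compounds plus 3 SD, set per screening campaign, cut at about 45% in these data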
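assay system = GST-tagged and Flag-tagged HCV core protein residues 1-106 | controls = unlabelled core106 and no-GST-core106 wells | incubation = compound-protein-antibody incubation 4 h at 22.5 °C | probe or stimulus = Eu donor and XL665 acceptor anti-tag antibodies | read-out = % inhibition based on acceptor/donor emission ratio | signal = TR-FRET 671 and 617 nm emission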
Efflux pump mplx: inhibitors of Candida efflux pumps in yeast, primary screen, S. cerevisiae, Nile Red, multiplex; S. cerevisiae Candida pump triplex; inhibition, % at 10 µM; 330,000 tested, 0.44% active; AID 485275, 2010;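 active means plate passing quality check with inhibition over a set limit, or well fluorescence over plate mean plus 4 SD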;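 further: Nile Red retained in pooled yeast measured as flow cytometry median fluorescence; 0% = buffer negative control and 100% = Enniatin B positive control; higher means more Nile Red kept so more efflux inhibition; some compounds called inactive have numbers as strong as hits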
TPT1 inhibitor: Candida albicans TPT1 enzyme inhibitors, primary screen, biochemical, fluorescence polarization | tRNA 2'-phosphotransferase TPT1 (Candida albicans SC5314) | AID 1962, 2009 | recombinant caTPT1, FP RNA substrate dephosphorylation | inhibition, % at 5 µM | 300,000 tested, 0.81% active;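 active means inhibition above the mean of all tested compounds plus 3 SD, set per screening campaign, cut at about 24% in these data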;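 further: plate controls were DMSO alone for no effect and ferristatin control at 100 nM for full effect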
GASC-1 inh: inhibitors of GASC-1 histone demethylase, primary screen, biochemical, fluorescence, DELFIA europium | GST-JMJD2C(1-420) H3K9me3 demethylation | inhibition, % at 2.35 µM | 330,000 tested, 0.069% active | AID 2099, 2009;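 active means more than half of a compound's replicate wells show inhibition beyond 50%, single wells judged on their own value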;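 further: signal counts dimethyl H3K9 product captured on neutravidin plate; 0% = median of DMSO wells and 100% = 0.3 times that DMSO median; strong numbers were not always called active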
PREPL inh: PREPL enzyme inhibitors, primary screen, biochemical, fluorescence polarization | Prolyl endopeptidase-like (Homo sapiens), Q4J6C6 | recombinant PREPL, fluorescence polarization activity-based probe | inhibition, % at 5.96 µM | 320,000 tested, 0.68% active | AID 2751, 2010; in the data active means inhibition above about 43%;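 further: 0% = enzyme with DMSO and 100% = wells lacking enzyme; many of its hits are not listed in these tables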
Target sequence (Q4J6C6 whole entry, looked up): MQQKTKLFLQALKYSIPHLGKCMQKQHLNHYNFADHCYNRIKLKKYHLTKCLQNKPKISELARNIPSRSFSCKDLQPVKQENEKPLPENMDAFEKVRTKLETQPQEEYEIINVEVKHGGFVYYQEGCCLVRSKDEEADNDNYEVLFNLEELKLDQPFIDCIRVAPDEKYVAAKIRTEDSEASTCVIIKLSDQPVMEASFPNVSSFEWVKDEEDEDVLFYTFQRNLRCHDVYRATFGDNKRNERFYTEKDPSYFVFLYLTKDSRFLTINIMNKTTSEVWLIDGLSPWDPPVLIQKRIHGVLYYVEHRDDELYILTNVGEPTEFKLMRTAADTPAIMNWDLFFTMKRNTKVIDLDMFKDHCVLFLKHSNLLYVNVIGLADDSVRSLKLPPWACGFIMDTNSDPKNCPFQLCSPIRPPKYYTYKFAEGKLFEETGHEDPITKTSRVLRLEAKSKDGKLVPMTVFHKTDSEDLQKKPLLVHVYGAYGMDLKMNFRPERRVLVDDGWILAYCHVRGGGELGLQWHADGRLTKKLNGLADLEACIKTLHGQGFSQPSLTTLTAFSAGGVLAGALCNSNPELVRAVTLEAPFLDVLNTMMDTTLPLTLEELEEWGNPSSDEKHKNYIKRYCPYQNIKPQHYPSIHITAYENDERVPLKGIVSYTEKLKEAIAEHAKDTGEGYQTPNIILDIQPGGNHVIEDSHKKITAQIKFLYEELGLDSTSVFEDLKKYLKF
PP5 inh: PP5 phosphatase inhibitors, primary screen, biochemical, fluorescence | purified PP5c, OMFP substrate fluorescence | inhibition, % at 6.7 µM | 320,000 tested, 0.18% active | AID 1987, 2009;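 active means inhibition above the campaign's mean inhibition across all tested compounds plus 3 SD, cut at about 9.5% in these data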;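 further: 0% = DMSO only and 100% = 100 µM cantharidin control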
PP1 inh: PP1-alpha phosphatase inhibitors, primary screen, counter-screen for PP5 inhibitor project, biochemical, fluorescence, OMFP substrate, single point. purified PP1alpha. 320,000 tested, 0.9% active. Serine/threonine-protein phosphatase PP1-alpha catalytic subunit (Homo sapiens), P62136. AID 2235, 2010. inhibition, % at 6.7 µM;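 active means inhibition above the mean inhibition of all tested compounds plus 3 SD, computed separately for each screening campaign, cut at about 15% in these data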
* marks the source's active call; other numbers are inactive results; i = inactive; x = no result given; & = joins results of further samples. This is a subset; count on the stated rates, not on these rows.

Each structure is followed by: Fh CTSL1 inh, HCV core dimer, TPT1 inhibitor, LYPLA2 counter, Efflux pump mplx, PP1 inh, PREPL inh, GASC-1 inh, PP5 inh
N[C@@H](Cc1ccccc1)C(=O)N1CCOCC1
    -3, -4, -3, -3, 0.1, -1, 2, -1, -1.8
O=C(c1cccc2cccc(O)c12)N1CCCCC1
    -4, -6, -4, 4, 0.0, -2, 4, -2, 0.6
O=C(Nc1ccccc1Cl)O/N=C/c1ccncc1
    -1, -7, -1, 2, 0.0, -5, -4, 5, 0.5
Cc1cc(C)cc(NC(=O)CN2CCN(c3ncccn3)CC2)c1
    -2, -5, -5, 4, -1.1, 0, 7, 0, 2.3
CCN(c1ccc(NC(=O)COC(=O)c2ccc3ccccc3n2)cc1)C(C)C
    -2, -1, 0, -2, -0.2, 3, 6, 37, 2.4
O=C(NCc1ccccc1)C1=C[C@H](C2CC2)C[C@H](OCCCCO)O1
    -2, 9, 0, -2, 0.2, 0, -1, 0, -1.7
CC1CCCN(C(=O)Cc2ccc(F)cc2)C1 (stereo not given)
    -2, 5, -2, -4, 0.0, 4, -6, 3, 0.5
CCOc1ccccc1C1C(C(N)=O)=C(C)Nc2nc(-c3cccc(C)c3)nn21 (stereo not given)
    -1, -1, 6, -9, 0.7, 0, 0, 8, -3.5
O=C1c2ccc3c4c(ccc(c24)C(=O)N1c1cccc(O)c1)C(=O)N(c1cccc(O)c1)C3=O
    9, 12, -7, -2, 0.0, 5, 28, -2, 1.0
CS(=O)(=O)N(CC(=O)NCCc1ccccc1)c1cccc([N+](=O)[O-])c1
    7, -2, 2, -2, 0.0, -2, 7, -5, 1.1
Cc1ccc2oc(C(=O)N(C)CCC(O)c3ccccc3)c(C)c2c1 (stereo not given)
    -1, 11, 2, 3, 0.0, 0, 6, -3, 4.9
CCN(CC(=O)Nc1ccccc1C(F)(F)F)C(=O)C1CC(=O)N(Cc2ccccc2)C1 (stereo not given)
    -3, 1, -4, -1, 0.0, -9, -12, 5, 0.3
Cn1nc(C(=O)NCc2ccccc2Cl)c2c1-c1ccccc1S(=O)(=O)C2
    0, -9, 0, 21, 0.2, -2, -2, 1, 3.1
COc1ccccc1NC(=O)CSc1nnnn1-c1ccc(C)cc1
    -1, -1, -3, 5, 0.0, 3, -7, 1, 0.3
COc1ccc(-c2oc(=O)c3cc(OC)c(OC)cc3c2C(F)(F)F)cc1
    x, x, x, 4, -0.3, -4, -6, -2, 1.5

The list goes on.
Each structure is followed by: Fh CTSL1 inh, HCV core dimer, TPT1 inhibitor, LYPLA2 counter, Efflux pump mplx, PP1 inh, PREPL inh, GASC-1 inh, PP5 inh
CCn1cc(CN2CCC(n3nccc3NC(=O)CCc3ccccc3)CC2)cn1
    -2, -17, -2, 5, -0.1, -4, 19, -5, 1.3
Cc1nn(-c2ccccc2)c2nc(N)c(C(N)=O)cc12
    -1, 5, -2, 3, 0.0, -2, 3, -5, -1.8
CC(NC(=O)Nc1ccccc1)C(c1cccs1)N1CCN(C)CC1 (stereo not given)
    3, -5, -4, 2, -0.2, 2, 14, -1, -0.9
CC(=O)[C@@H]1[C@@H](C(=O)c2ccccc2)[C@]2(C(=O)Nc3ccccc32)[C@H]2C=Cc3cc(F)ccc3N12
    -1, 9, 0, 0, -0.3, -1, 23, 7, -0.4
O=C(N/C(=C\c1ccccc1)C(=O)N1CCCCC1)c1ccco1
    -1, -4, 0, 8, -0.1, -3, 13, -5, 0.4
CCOC(=O)C1CCN(Cc2c(F)cccc2Cl)CC1
    5, 2, -1, 3, 0.1, 0, -11, -1, 2.5
Cc1cccc(-c2nc(NCCCN(C)C)c3ccccc3n2)c1
    -2, 4, -1, 0, 0.1, 0, -13, -4, 4.1
O=C(NCc1n[nH]c(=S)n1-c1ccc(F)cc1)c1ccco1
    0, 0, 5, 10, 0.0, -4, -4, -6, 0.5
CCn1c(=O)c(C(=O)CN2CC(C)OC(C)C2)c(N)n(Cc2ccccc2)c1=O (stereo not given)
    -5, 0, 1, 4, 0.0, 2, -6, 26, 2.1
CC1CCCCN1C(=O)COC(=O)c1n[nH]c2ccccc12 (stereo not given)
    -1, -4, -5, 8, -0.1, -4, -8, 1, 0.4
CCOc1ccc2nc(NC(=O)Cn3[nH]c(=O)c4ccccc4c3=O)sc2c1
    -6, 18, 21, -11, 0.0, 5, -2, 0, 0.0
CCN(CC)c1ccc(C2C3CCCCC3(O)CCN2C(=O)c2cccs2)cc1 (stereo not given)
    -5, 3, -1, 4, -0.2, 0, 16, 6, 1.4
COc1ccc(-n2nc3c(c2NC(C)=O)CS(=O)(=O)C3)cc1
    -2, -2, -2, 1, 0.1, -6, -5, 6, -2.0
O=S(=O)(c1ccccc1)c1cnc2ccccc2c1
    -1, 0, -1, -3, 0.1, 3, -1, 0, 3.7
CCOc1ccc(C(=S)N2CCCC2)cc1OC
    -4, -14, 3, -1, 0.8, -2, 13, -11, -0.1

The listing continues:
Each structure is followed by: Fh CTSL1 inh, HCV core dimer, TPT1 inhibitor, LYPLA2 counter, Efflux pump mplx, PP1 inh, PREPL inh, GASC-1 inh, PP5 inh
CCn1cc(C2CC(=O)NC2=O)c2ccccc21 (stereo not given)
    3, 0, 0, -2, -0.1, -3, -4, 9, 1.3
CCC(C)n1c(SCC(=O)Nc2ccccc2C(F)(F)F)nc2ccsc2c1=O (stereo not given)
    1, 4, -4, 3, -0.1, 1, 0, 4, 0.9
CC1CC(=O)C2=C(C1)Nc1ccccc1N(C(=O)COc1ccccc1)C2c1ccco1 (stereo not given)
    -1, -6, -1, 6, -0.1, -2, 2, 36, 0.8
CC1(C)CC(=O)C2=C(C1)NC(=O)NC2c1ccc(Cl)cc1 (stereo not given)
    0, 0, 3, -8, 0.1, -2, 1, -8, -2.1
COc1ccc(NC(=O)Cn2nnc(C(=O)NCc3cccc(OC)c3)c2N)cc1
    -2, -2, 1, 2, 0.0, -3, -9, 3, -1.5
COc1ccc(N2C(=O)c3cccc4cc(Br)cc(c34)C2=O)cc1
    8, -15, 2, 2, 0.0, -1, 5, -13, 1.3
CC(C)(C)c1ccc(O)c(/C=N\O)c1
    2, 8, -4, 3, 0.1, -2, 17, 0, 2.5
CCNc1nc(N)c(C(=O)c2ccc(Cl)s2)s1
    2, 1, -4, 3, 0.0, -2, 33, 6, 2.8
CC(CCc1ccccc1)NS(=O)(=O)c1ccc(Cl)c(C(=O)O)c1 (stereo not given)
    -1, 5, 1, 5, 0.1, 0, -6, 10, -0.3
Cc1ccc2c(c1)C(C)CC(C)(C)N2C(=O)NC1CCCCC1 (stereo not given)
    0, -3, 5, -4, -0.1, -3, 0, 5, 1.2
CCn1cc(CN2CCN(Cc3cccc(OC)c3)C(CCO)C2)c(C)n1 (stereo not given)
    -5, -11, 5, 6, 0.0, -1, -2, -29, -0.4
O=C1c2cccnc2C(O)N1Cc1ccc(F)cc1 (stereo not given)
    -1, 1, 0, -4, -0.3, -3, 3, 0, -1.2
COc1ccc(NS(=O)(=O)c2ccc(NC(=O)CCNS(=O)(=O)c3ccc(C)cc3)cc2)cc1
    -1, 2, -1, 0, 0.0, -1, -1, -6, 3.9
Cc1cc(C(=O)Nc2nnc(C(F)(F)F)s2)no1
    2, -5, 2, 6, 0.0, -3, 5, -4, -0.3
C=CCOC(=O)/C(=C\C=C\c1ccccc1)NC(=O)c1ccccc1
    3, -1, 0, 2, -0.3, -1, -2, i, 2.8

The listing continues:
Each structure is followed by: Fh CTSL1 inh, HCV core dimer, TPT1 inhibitor, LYPLA2 counter, Efflux pump mplx, PP1 inh, PREPL inh, GASC-1 inh, PP5 inh
COc1ccc(N(C(=O)Cn2nnc(-c3ccc(F)cc3)n2)C(C)C(=O)NC2CCCC2)cc1OC (stereo not given)
    -3, 8, 1, 3, -0.1, -1, 0, -7, 0.9
COc1ccc(N(CC(=O)NCCSCc2ccco2)S(=O)(=O)c2ccccc2)cc1Cl
    -1, 6, -2, 2, -1.3, 0, 0, -68, 3.3
O=C(c1cccc(-n2cnnn2)c1)N1CCOCC1
    -3, 5, 0, 2, 0.1, -3, -3, -4, -2.2
COc1cc(C(=O)OCC(=O)Nc2c(F)cccc2F)cc(OC)c1C
    -5, 14, 1, -11, 0.2, 6, -6, -2, -1.4
COc1ccc(N2CCN(C(=O)c3cccc(Cn4cc(Cl)cn4)c3)CC2)cc1
    0, 1, 1, 1, -0.1, -4, -2, 2&-21, 1.0
Cc1cc(C)cc(NC(=O)CSc2nnc(-c3ccccc3C)o2)c1
    3, -8, -3, -1, 0.0, 6, -10, -7, 3.3
Cc1cccc(NC(=O)CSCC(=O)Nc2ccc(S(=O)(=O)N3CCOCC3)cc2)c1
    0, 3, -2, 5, -0.1, -1, -3, -6, -0.3
CCOC(=O)c1ccc(Nc2cc(C)nc(-c3ccccc3O)n2)cc1
    5, 13, -3, -30, -0.1, 0, 6, -1, 2.8
CCc1sc(C(=O)NCc2ccco2)cc1Br
    5, -6, -1, 4, -0.1, 5, 19, 5, -1.0
O=C(NC1CCCCC1)c1ccc(S(=O)(=O)NCc2cccnc2)cc1
    6, 3, -1, -1, -0.1, 3, 18, -3, 1.4
CCOc1ccccc1/C=C(/NC(=O)c1ccccc1)C(=O)NC(C)c1ccccc1 (stereo not given)
    -1, -2, 2, 0, 0.1, 1, -6, 1, 0.8
COCCn1c(SCC(=O)N(C)C2CCS(=O)(=O)C2)nc2ccccc2c1=O (stereo not given)
    -3, -2, -1, 2, 0.1, -2, 6, 5, 1.7
Nn1c(SCC(=O)N2CCN(S(=O)(=O)c3ccc(Cl)cc3)CC2)nnc1-c1cccs1
    -6, 9, -1, -3, 0.4, 2, 11, 0, 2.6
